Source: PubChem (several laboratories)
KCNQ2 block – KCNQ2 potassium channel inhibitors, primary screen, cell-based, CHO-K1, FluxOR thallium flux, B-score (AID 2156); Potassium voltage-gated channel subfamily KQT member 2 (Rattus norvegicus), O88943; 20 min; stronger effect = lower value; B-score at 10 µM; 310,000 compounds, 1.1% hits;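 active = fluorescence ratio B-score at most minus 3 library SDs, with starting brightness B-score within 2 library SDs, cut at about -5.5 in these data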
Target sequence (O88943 whole entry, looked up): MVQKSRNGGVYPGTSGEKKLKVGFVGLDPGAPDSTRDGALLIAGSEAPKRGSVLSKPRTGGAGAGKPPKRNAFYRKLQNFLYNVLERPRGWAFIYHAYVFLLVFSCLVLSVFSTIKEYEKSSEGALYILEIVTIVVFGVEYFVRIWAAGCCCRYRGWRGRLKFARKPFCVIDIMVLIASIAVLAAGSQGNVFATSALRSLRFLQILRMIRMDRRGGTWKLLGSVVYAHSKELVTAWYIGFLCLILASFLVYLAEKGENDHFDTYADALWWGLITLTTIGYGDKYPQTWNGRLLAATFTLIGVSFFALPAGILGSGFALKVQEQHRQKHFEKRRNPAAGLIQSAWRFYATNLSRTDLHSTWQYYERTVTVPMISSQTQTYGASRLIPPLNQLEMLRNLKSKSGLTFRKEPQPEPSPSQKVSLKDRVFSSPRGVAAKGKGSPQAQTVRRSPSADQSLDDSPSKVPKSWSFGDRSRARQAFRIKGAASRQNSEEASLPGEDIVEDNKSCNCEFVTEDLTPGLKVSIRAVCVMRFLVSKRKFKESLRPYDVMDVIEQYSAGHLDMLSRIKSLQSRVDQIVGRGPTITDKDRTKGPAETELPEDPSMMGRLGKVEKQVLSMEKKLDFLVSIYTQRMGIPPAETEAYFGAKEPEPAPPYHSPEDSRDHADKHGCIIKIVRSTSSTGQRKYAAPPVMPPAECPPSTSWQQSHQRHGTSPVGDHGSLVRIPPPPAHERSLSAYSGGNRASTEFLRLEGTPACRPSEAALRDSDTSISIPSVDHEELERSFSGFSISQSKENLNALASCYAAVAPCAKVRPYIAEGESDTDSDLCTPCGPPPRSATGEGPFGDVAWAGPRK
STK33 kinase inh – inhibitors of purified STK33 kinase, primary screen, biochemical, ADP-Glo luminescence, homogeneous, cell-free | MBP phosphorylation | inhibition, % at 10 µM | 320,000 compounds, 0.073% hits | AID 2661, 2010;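 active = inhibition at or above 25%, using the most active replicate where run in duplicate; inactive = inhibition below 25%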
OX1R FRET antag – antagonists of human orexin 1 receptor (OX1R); Orexin/Hypocretin receptor type 1 (Homo sapiens), O43613; OX1R-expressing cells, FRET antagonist read-out; inhibition, % at 6.6 µM; 330,000 compounds, 1.8% hits; AID 485270, 2010; in the data active = inhibition mostly above about 38%, no sharp cut-off; inactive = mostly below about 40%;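 also: 0% = agonist challenge alone and 100% = reference antagonist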
An asterisk follows results filed as active; i = inactive; . = no result given.

Molecule,KCNQ2 block,STK33 kinase inh,OX1R FRET antag
Cc1ccc(NC(=O)C(C)OC(=O)CCN=C2NS(=O)(=O)c3ccccc32)cc1 (stereo not given),i,-0.6,11.7
COc1ccc(CN(C)C(=O)c2cccc(Oc3ccccc3)c2)c(OC)c1OC,i,0.4,12.9
O=C(CNc1ccc(F)cc1)N/N=C/c1c(O)ccc2ccccc12,i,0.3,2.2
Cc1ccc(-c2noc(CCC(=O)NCC3CCCO3)n2)cc1 (stereo not given),i,0.8,10.1
COC(=O)CCCNC(=O)c1ccc2nc(Cc3ccc(OC)cc3)oc2c1,i,-0.8,5.5
CCOC(=O)c1ccc(N/C=C2\CCCCC2=O)cc1,i,10.0,10.5
COc1ccccc1OCc1ccc(C(=O)N2CCOCC2)o1,i,1.3,20.9
Nc1ccc(Nc2ccccc2)c(S(=O)(=O)O)c1,i,0.7,21.1
O=C(c1cccc(C(F)(F)F)c1)N1CCC(O)(CS(=O)(=O)Cc2ccccc2)CC1,i,-1.8,10.1
O=C(CSc1nnc(C2CC2)n1Cc1ccco1)NCC(F)(F)F,i,-1.3,4.3

Continuation:
Molecule,KCNQ2 block,STK33 kinase inh,OX1R FRET antag
C/C(=N\NC(=O)C(O)(c1ccccc1)c1ccccc1)c1ccc(NC(=O)CCCC(=O)O)cc1,i,0.4,.
CC(=O)OCCNC(=O)c1cccnc1,i,-1.5,8.9
CC(=O)C1=C(O)C(=O)N(c2cc(C(C)(C)C)on2)C1c1ccc(Br)cc1 (stereo not given),i,-0.8,18.3
CCC(=O)c1ccc(OC(=O)c2cnccn2)cc1,i,-1.4,-2.5
CC1(C)N=C(N)NC(Nc2cccc(Br)c2)=N1,i,4.1,-1.1
CCOc1ccc(CNC(=O)CCCn2nc(CC)n3c(cc4occc43)c2=O)cc1,i,-0.2,9.3
COc1cc(N2C(=O)CSC2=S)cc(OC)c1OC,i,0.3,-5.1
Cc1occc1C(=O)N/N=C/c1cnn(C)c1C,i,0.4,15.4
O=C(NNC(=O)c1ccc(F)cc1)C(=O)N1CCCCC1,i,-1.3,9.1
CC(=O)Nc1ccc(NC(=O)N2CCCCC2)cc1,i,0.2,12.1

Filtered by structure, those above containing bromine.
Molecule,KCNQ2 block,STK33 kinase inh,OX1R FRET antag
CC(=O)C1=C(O)C(=O)N(c2cc(C(C)(C)C)on2)C1c1ccc(Br)cc1 (stereo not given),i,-0.8,18.3
CC1(C)N=C(N)NC(Nc2cccc(Br)c2)=N1,i,4.1,-1.1

Additional entries:
Molecule,KCNQ2 block,STK33 kinase inh,OX1R FRET antag
CCCCc1ccc(NC(=S)NCCO)cc1,i,-1.5,12.4
CCCc1cc(=O)[nH]c(SCC(=O)c2cc(C)n(-c3cc(C)on3)c2C)n1,i,-0.8,37.1
CCOC(=O)N1CCN(c2c(N3CCN(C(=O)OCC)CC3)c(=O)c2=O)CC1,i,-1.2,5.3
CCOc1ccccc1NC(=S)NNS(=O)(=O)c1c(C)cc(C)cc1C,i,-0.8,97.1*
Cc1cc(Br)ccc1NC(=O)CN(C)C(=O)C1CSC2(C)CCC(=O)N12 (stereo not given),.,-1.3,6.4
CCCCOC(=O)c1ccc(NC(=O)C2CCCO2)cc1 (stereo not given),i,0.6,40.4
CCC1(c2ccccc2)NC(=S)N(c2ccc(C)c(C)c2)N1 (stereo not given),i,0.3,2.7
COc1ccc(OC)c(N(CC(=O)Nc2cccc(C(F)(F)F)c2)S(C)(=O)=O)c1,i,0.8,17.8
O=C(NCCc1ccccc1)c1cnc2n(c1=O)CCS2,i,0.8,14.8
CC1(C)c2[nH]c3ccccc3c2C[C@H]2C(=O)N(Cc3ccccc3F)C(=O)N21,i,-0.5,2.6

(further entries)
Molecule,KCNQ2 block,STK33 kinase inh,OX1R FRET antag
CCc1ccc(CN(C)C(=O)c2cc(=O)c3ccccc3o2)cc1,i,-1.4,14.2
O=C(CN1C(=O)C2CC=CCC2C1=O)Nc1nc2ccc(F)cc2s1 (stereo not given),-6.73*,1.2,19.6
COc1c(/C=N/NC(=O)[C@H]2C[C@@H]2c2ccccc2)c(CCN(C)C(C)=O)cc2c1OCO2,i,1.1,32.2
Cc1ccc(C2c3[nH]c4ccccc4c3C[C@H]3C(=O)N(c4ccccc4C(=O)NCCN4CCOCC4)C(=O)N23)cc1 (stereo not given in full),i,1.0,8.7
CC1=C(C(=O)O)N2C(=O)C(NC(=O)c3nn(C)cc3Cl)C2SC1 (stereo not given),i,0.0,14.4
CCc1cc(=O)oc2c(CN3CCCC3)c(O)c(Cl)cc12,i,-2.2,12.3
Cc1sc2nc(SCC(=O)NCc3ccco3)n(-c3ccccc3)c(=O)c2c1C,i,-0.1,13.2
O=C(N/N=C\c1cn[nH]c1-c1ccccc1)c1cccnc1,i,-0.7,-0.3
O=C(/C=C/c1ccco1)N(Cc1ccc(Cl)cc1)C1CCS(=O)(=O)C1 (stereo not given),i,-4.0,7.8
NC(=O)c1nn(-c2ccccc2)nc1NC(=O)CN1CCCC1,i,-1.3,5.2

New compounds follow.
Molecule,KCNQ2 block,STK33 kinase inh,OX1R FRET antag
O=C(CCSc1ccccc1)N1CCCC1,i,-0.8,6.5
CCN(CC)CCCN(Cc1cc2cc3c(cc2[nH]c1=O)OCCO3)C(=O)Nc1ccccc1,i,-1.0,-0.3
O=C(c1ccc2c(c1)OCO2)C1CCCN(Cc2cc(F)ccc2-n2cccn2)C1 (stereo not given),i,0.3,31.0
COc1cccc(CNC(=O)CCC2CCCN(C(=O)c3cccc(Cl)c3)C2)c1 (stereo not given),i,-0.6,25.0
CCOC(=O)CSc1nnc(CNc2ccc(Cl)cc2)n1Cc1ccccc1,i,-1.0,43.2
O=C(N/C(=C\c1ccc(Br)cc1)C(=O)N1CCCC1)c1cccs1,i,-0.6,15.1
CCCCc1ccc(CC(=O)Nc2cc(S(=O)(=O)N3CCOCC3)ccc2O)cc1,.,-1.2,0.3
CC(=O)N1c2ccccc2C(=O)OC1c1cccnc1 (stereo not given),i,1.2,0.7
Cc1ccccc1-n1ncc2c([N+](=O)[O-])cc([N+](=O)[O-])cc21,i,-0.1,26.3
COc1ccc(-c2csc(N)n2)cc1F,i,-1.3,18.9

Next records follow:
Molecule,KCNQ2 block,STK33 kinase inh,OX1R FRET antag
CCc1ccccc1NC(=O)N[C@@H](C)C(=O)OC,i,0.3,19.2
CCCCn1c(N)c(N(CCOC)C(=O)CN2C(=O)C3CCCCC3C2=O)c(=O)[nH]c1=O (stereo not given),.,0.4,0.2
COC(CN(C)C(C(=O)NC1CCCCC1)c1ccccc1)OC (stereo not given),i,-2.4,-1.4
COc1cc(NC(=O)c2cc(OC)c(OC)c(OC)c2)cc(-n2cnnn2)c1,i,-0.9,10.5
Cc1nn(Cc2noc(C(=O)NCc3ccc4c(c3)OCO4)n2)c(C)c1Br,i,-1.0,18.3
O=C(Nc1ccncc1)c1cn(-c2ccccc2)nc1-c1cccs1,i,-1.0,27.1
Cc1ccc(CCNC(=O)Cn2ncc3c([nH]c4ccccc43)c2=O)cc1,i,-0.6,7.5
O=C(CCc1c[nH]c2ccccc12)N1CCCC1,i,-0.7,16.0
COc1ccccc1C(=O)NCC(=O)NC(C)c1ccc(-n2ccnc2)cc1 (stereo not given),i,0.1,15.4
CCCn1c(-c2ccc(C(=O)OC)cc2)nc2c1c(=O)[nH]c(=O)n2Cc1ccccc1,i,-0.2,27.7

(continued)
Molecule,KCNQ2 block,STK33 kinase inh,OX1R FRET antag
CCOC(=O)c1cc(S(=O)(=O)N2CCC(C)CC2)cn1C,i,0.2,2.7
Nc1ccccc1SCc1ccccc1Cl,i,-1.8,10.3
CC(=O)NCC1CCCN(Cc2cn(-c3ccccc3F)nc2-c2cc(C)sc2C)C1 (stereo not given),i,-1.6,14.1
Cc1ccc(C)c(OCCCN2CCNCC2)c1,i,-0.9,-0.8
COc1ccc(CNC(=O)C(C)n2nc(C)n3c(cc4occc43)c2=O)cc1 (stereo not given),i,-0.6,-2.2
O=C(/C=C/c1ccc(Br)cc1)NC1CCCCCC1,i,-1.6,17.4
COc1ccc(Cl)cc1NC(=O)Nc1cnccn1,i,-0.1,24.6
C1=CCN(Cc2ccccc2)C1,i,-1.5,12.7
COc1ccc(CCNC(=O)c2ccccc2NC(=O)C2=C(C)OCCS2)cc1OC,i,-0.1,41.2
COCCNC(=O)c1onc(CSc2cccc(C)c2)c1C(=O)O,i,0.6,31.1

(next part)
Molecule,KCNQ2 block,STK33 kinase inh,OX1R FRET antag
CCO/C=C1/C(=O)N(c2ccccc2OC)C(=O)c2ccccc21,i,-0.4,11.3
Cc1cccc(NS(=O)(=O)c2ccc(NC(=O)N3CCCCC3)cc2)c1,i,0.0,27.1
Cc1cc(C)nc(-n2nc(C)c(C3(O)C(=O)Nc4ccc(F)cc43)c2N)n1 (stereo not given),i,0.5,-2.4
CC(NC(=O)C1CCN(c2nnc(-n3cccc3)s2)CC1)C12CC3CC(CC(C3)C1)C2 (stereo not given),i,0.1,20.4
C[C@@H]1CCC[C@]2(O[C@H](CCO)C[C@@H](O)[C@@H]2O)O1,i,0.1,24.0
O=c1c2ccccc2[nH]c(=S)n1Cc1ccc2c(c1)OCO2,i,-1.9,5.9
CC(=O)N1CCn2c3ccc(C)cc3c3cccc1c32,i,-3.9,10.0
O=C(Nc1ccccc1Oc1ccccc1)C1CC1,i,-0.8,21.1
CCOC(=O)C(C)/C(C)=N\Nc1ccc([N+](=O)[O-])cc1[N+](=O)[O-] (stereo not given),i,-1.4,85.4*
CCCCn1c(/N=C/c2ccc(N(C)C)cc2)nc2ccccc21,i,-0.5,11.4

The listing continues.
Molecule,KCNQ2 block,STK33 kinase inh,OX1R FRET antag
CC(=O)c1c(C)nn(CC(O)COc2ccc3ccccc3c2)c1C (stereo not given),i,.,15.4
COc1ccc(NC(=O)CC2CCCC2)cc1S(=O)(=O)N1CCCCC1,i,-2.2,19.1
O=C(CSc1nnc(-c2cnccn2)n1Cc1ccco1)Nc1ccc(Br)cc1,i,-1.9,23.3
COCCn1c(=O)[nH]c2cc(C(=O)Nc3cc(OC)c(OC)c(OC)c3)ccc2c1=O,i,4.3,6.0
Cc1cccc(N2CCN(C(=O)C3CCN(S(=O)(=O)c4cccc5cccnc45)CC3)CC2C)c1 (stereo not given),i,1.8,20.0
Cc1ccc(/C=N/n2c(C)nnc2C)cc1,i,-1.4,22.2
CCOC(=O)CC(/C(C)=N\O)c1ccccc1 (stereo not given),i,-0.7,6.5
Cc1ccccc1NCc1ccccc1O,i,0.8,23.9
O=C(NCCc1ccc(Cl)cc1)/C(=C/c1cccnc1)NC(=O)c1ccccc1,i,-1.6,10.7
Clc1nc(NCc2ccco2)nc(N2CCCCC2)n1,i,-1.3,10.4

Entries of single compounds as entered above:
`CCOC(=O)CC(/C(C)=N\O)c1ccccc1` (stereo not given) across the screens: KCNQ2 block = i; STK33 kinase inh = -0.7; OX1R FRET antag = 6.5
`COC(=O)CCCNC(=O)c1ccc2nc(Cc3ccc(OC)cc3)oc2c1` across the screens: KCNQ2 block = i; STK33 kinase inh = -0.8; OX1R FRET antag = 5.5

Other structures:
Molecule,KCNQ2 block,STK33 kinase inh,OX1R FRET antag
COc1ccc(CN2CCNC(=O)C2CC(=O)N(C)Cc2nccs2)c(OC)c1 (stereo not given),i,0.5,8.0
Cc1[nH]n(-c2cccc(Cl)c2)c(=O)c1C=NCC(C)C,i,0.0,21.6
CCC(C(=O)N1CCC(C(N)=O)CC1)n1nc(C)n2c(cc3occc32)c1=O (stereo not given),i,0.2,12.1
O=C1N[C@H](Cc2ccccc2)COC(=O)[C@H](Cc2ccc(F)cc2)C/C=C\C[C@@H]1CC(=O)N(CCO)Cc1ccccc1,.,-0.7,5.4
COC(=O)c1ccc(OCC(=O)Nc2ccccc2C(=O)NC2CC2)cc1,.,-0.3,8.6
CN(C)CCN(C(=O)c1ccc2ccccc2c1)c1nc2ccc(F)cc2s1,i,-0.4,13.1
Cc1cccc(C(P(=O)(c2ccccc2)c2ccccc2)P(=O)(c2ccccc2)c2ccccc2)n1,i,-0.9,14.8
COC1CCCCC1Nc1ccc(C)c(C)c1 (stereo not given),i,-0.9,17.2
O=C(CN1CCOCC1)N/N=C/C(Br)=C\c1ccccc1,i,-1.0,9.2
O=C(Nc1cccc(NC(=O)c2ccc(Br)o2)n1)c1ccc(Br)o1,i,-2.2,14.2
CCC1CCCCN1Cc1nc2c(c(=O)n(C)c(=O)n2C)n1CCC(C)C (stereo not given),i,-3.3,8.9

Six records drawn at random from the list so far:
Molecule,KCNQ2 block,STK33 kinase inh,OX1R FRET antag
O=C(Nc1cccc(NC(=O)c2ccc(Br)o2)n1)c1ccc(Br)o1,i,-2.2,14.2
CN(C)CCN(C(=O)c1ccc2ccccc2c1)c1nc2ccc(F)cc2s1,i,-0.4,13.1
Cc1cccc(C(P(=O)(c2ccccc2)c2ccccc2)P(=O)(c2ccccc2)c2ccccc2)n1,i,-0.9,14.8
O=C(CN1CCOCC1)N/N=C/C(Br)=C\c1ccccc1,i,-1.0,9.2
CCC1CCCCN1Cc1nc2c(c(=O)n(C)c(=O)n2C)n1CCC(C)C (stereo not given),i,-3.3,8.9
O=C1N[C@H](Cc2ccccc2)COC(=O)[C@H](Cc2ccc(F)cc2)C/C=C\C[C@@H]1CC(=O)N(CCO)Cc1ccccc1,.,-0.7,5.4
